DT40 TDP1 no CPT = qHTS for Inhibitors of human tyrosyl-DNA phosphodiesterase 1 (TDP1): qHTS in cells in absence of CPT; actives 15% (n = 420,000); DT40 Tdp1-/- hTDP1 cells, no CPT, ATP luminescence, 48 h; Potency, µM (titrated, usually from 46.2 µM), for the others: top-dose activity change, negative = growth inhibition, most hits filed as inhibitors; AID 686978, 2013; active = well fitted inhibition curve with a large enough effect; inconclusive = small, poorly fitted or top-dose-only effect; note: nearly all actives have a fitted effect of over 55% in size
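Chicken DT40 Tdp1-/- cells complemented with human TDP1, screened without camptothecin (DMSO vehicle only), 400 cells/well. Compounds pin-transferred, cells incubated at 37 °C for at least 48 hr. Growth read as ATP-dependent luminescence (CellTiter-Glo, 30 min at RT).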
An asterisk follows results filed as active; ? = inconclusive; [ ] = another dose, or the depositor's remark. % is set by controls: 0 for no effect and ±100 for the full control effect; potency is the fitted concentration of half-maximal effect. The list is partial; count on the stated rates, not on these rows.

Compound	DT40 TDP1 no CPT
CN(C)CCCC1Sc2ccccc2Sc2ccccc21 (centres undefined)	?
Nc1c(Cl)cc(N=Nc2ccccc2)cc1Cl	13µM*
COCCNC(=O)C1CC(=O)N(c2ccc(F)c(Cl)c2)C1 (centres undefined)	-17%
COc1cc(CNCc2cc3ccc(F)cc3nc2N2CCOCC2)cc(OC)c1OC	-23%
CC(C)(C)c1ccc(S(=O)(=O)NC(=O)C2(C)CCN2C(=O)CC2CC2)cc1 (centres undefined)	-2%
CC1(C(=O)OCC(=O)Nc2cc(S(=O)(=O)N3CCOCC3)ccc2Cl)CC1(Cl)Cl (centres undefined)	?
COc1ccc(C(C(=O)Nc2ccc(F)cc2)N2CCN(C(=O)c3ccco3)CC2)cc1 (centres undefined)	-15%
O=C(c1ccco1)N1CCN(C2CN(Cc3ccc([N+](=O)[O-])cc3)S(=O)(=O)C2)CC1 (centres undefined)	-15%
O=S1(=O)CCN(C2CCCC2)CC1	-16%
COc1ccc(C)cc1NC(=O)C1CC(=O)N(CCc2ccc(F)cc2)C1 (centres undefined)	-15%
CC(C)Cc1ccc(CN2C(C)C(=O)N(Cc3cn(Cc4ccco4)nn3)CCS2(=O)=O)cc1 (centres undefined)	?
CC(O)(c1ccc(F)c(F)c1)c1nc(-c2ccc(F)c(Cl)c2)cs1 (centres undefined)	?
CN(N=Cc1ccccc1)C(=S)Nc1ccccc1	12µM*
Cc1c(C(=O)NC2CCCCC2)sc2ncnc(NCCN(C)C)c12	-2%
CC(=O)NCCNc1nc(NCc2cccs2)nc2ccsc12	?
Cc1cccn2c(=O)c3cc(C(=O)NCc4ccccc4)c(=N)n(CCCN4CCOCC4)c3nc12	?
CC(=O)c1ccc(NC(=O)c2cnn3c(C(F)F)cc(C4CC4)nc23)cc1	-7%
OCC(O)C(O)C(O)C(O)C=Nc1ccc(/C=C/c2ccnc3ccccc23)cc1 (centres undefined)	?
CN(Cc1ccccc1)C(=O)CCN1C(=O)c2cccc([N+](=O)[O-])c2C1=O	-5%
COc1cccc(CCNc2ncnc3sc(C(=O)N4CCOCC4)c(C)c23)c1	-29%
C[C@@H]1CN([C@@H](C)CO)C(=O)CCCn2nncc2CO[C@@H]1CN(C)C(=O)CCC(F)(F)F	-21%
O=c1[nH][nH]c2c1[C@H](c1ccc(F)cc1)O[C@H](C1CCCCC1)C2	-30%
CCOC(=O)[C@]12CCCC=C1N(Cc1cccc3ccccc13)C(=O)[C@H](CC(=O)N1CCN(C(=O)c3ccco3)CC1)C2	?
CC(C)n1c(=O)c2ccccc2n1Cc1cn(-c2ccc(Cl)cc2)nn1	?
CC1(Cc2ccc(Cl)cc2)C(=O)Nc2ccc(-c3cccnc3)cc21 (centres undefined)	12µM*
Cc1c([N+](=O)[O-])oc2c1C(=O)NCCC2	?
CC1(C(=O)NS(=O)(=O)c2ccccc2)CCN1C(=O)Cc1cc(F)ccc1F (centres undefined)	1%
COCOCCn1cc(CN2CCS(=O)(=O)N(Cc3ccc(-c4ccc(OC)c(OC)c4)cc3)C(C)C2=O)nn1 (centres undefined)	10µM*
Nc1[nH]c(=O)nc(Nc2ccccc2)c1N=O	-14%
CC(C)(C)CNC(=O)c1cc2c(Br)ccc(Br)c2nc1N	?
C#CCOCCOCCOCCNc1nc(N2CCN(C(=O)Cn3cc(CC(C)O)nn3)CC2)nc(N2CCN(C(=O)[C@H]([C@@H](C)O)n3cc(CCCCN)nn3)CC2)n1 (some centres undefined)	0%
Cc1nn(-c2ccccc2)c(N2CCCC2)c1/C=N/NC(=S)Nc1ccc(F)cc1	8.2µM*
O=C(NCCCCc1ccccc1)c1cccc(NC(=O)C2CC2)c1	?
CCCC(=O)N1CCC1(C)C(=O)NS(=O)(=O)c1ccc(OC)cc1 (centres undefined)	10%
CCCCNC(=O)c1nc(C2CCN(S(=O)(=O)c3c(OC)cccc3OC)CC2)oc1-c1ccccc1	9.2µM*
CCc1nc2c(OCCn3cccc3)cccn2c1N(C)C(=O)c1cccs1	-21%
COCCCn1cc(CN(C)C2CN(Cc3cn(CCCOC)nn3)S(=O)(=O)C2)nn1 (centres undefined)	-17%
O=C(O)CCc1ccc2ccccc2c1	-27%
O=C(CCNS(=O)(=O)c1ccc(OC(F)(F)F)cc1)Nc1cccc(S(=O)(=O)N2CCCC2)c1	?
COCCCN1C(=O)C(CC(=O)NCc2cccs2)CC(C(=O)N(C)C)=C1C (centres undefined)	3%
C=Cc1ccc(Cn2c(C)c(C(=O)NCc3ccc(Cl)c(Cl)c3)sc2=O)cc1	?
CCCCCCCCN1C(=O)[C@H](CC(=O)N2CCC(c3ccccc3)CC2)C[C@@]2(C(=O)OC)CCCCC=C12	18µM*
[O-]/[N+](=N\Nc1ccc(Cl)cc1)c1ccccc1	-28%
COc1cc(/C=C/C(C)=NNc2ccccc2)ccc1O	4.1µM*
N#Cc1nc2ccccc2n1OCc1ccccc1	?
[O-][n+]1cccc2cccc(O)c21	-17%
CC(NC(=O)c1cccnc1)c1nnc2n1CCN(Cc1ccc(-c3ccccc3Cl)o1)CC2 (centres undefined)	-22%
CN(C)CCNC(=O)c1cccc(-c2cccc3nncn23)c1	-1%
O=C(NCc1ccccc1)c1ccc(-c2cn[nH]c2)c2ccoc12	?
N=c1c2ccccc2nnn1-c1ccccc1[N+](=O)[O-]	?

Continued.
Compound	DT40 TDP1 no CPT
COc1cc(/C=N/n2nnnc2N)cc(Cl)c1OC	-14%
Cc1cc2nc3ccc(N(C)C)cc3nc2cc1N	15µM*
COCC(=O)Nc1ccc2c(c1)[C@@H]1C[C@H](CC(=O)OC)O[C@H](CO)[C@@H]1O2	-11%
COc1ccc(C(C)(NC(C)=O)c2nc(-c3ccncc3)cs2)cc1 (centres undefined)	-7%
Cc1[nH]c2ccccc2c1C(=O)C(=O)NCc1nnnn1-c1ccc(F)c(F)c1	-12%
COc1ccccc1-c1ccc2c(c1)C(C)(Cc1cc(Cl)ccc1C(F)(F)F)C(=O)N2 (centres undefined)	?
COCCN(Cc1ccc(C)cc1)C(=O)[C@H]1O[C@@H](n2ccc(=O)[nH]c2=O)[C@H](O)[C@@H]1O	-5%
Cc1cc(=O)oc2c(CN3CCOCC3)c(O)ccc12	5%
CCc1nnc(NC(=O)C(NS(=O)(=O)c2ccccc2)C(C)C)s1 (centres undefined)	-16%
O=[N+]([O-])c1cccc2cnccc12	-20%
Cc1ccc(Cn2c(C3CCCN3c3nc(-c4cc(Cl)c(N)c(Cl)c4)cs3)nc3cc(C(=O)NCCCO)ccc32)cc1 (centres undefined)	-28%
O=S1(=O)CC(N2CC=CC2)CN1Cc1cn(Cc2cccc(Cl)c2)nn1 (centres undefined)	-5%
CC1(C(=O)NCc2ccc(Cl)cc2)CCN1C(=O)c1cccc(F)c1 (centres undefined)	?
COC1(OC)C(/C=C/c2ccc(C)cc2)C(C#N)(C#N)C1(OC)OC (centres undefined)	?
CC1(C)C(=O)Nc2ccccc2N1C(=O)COC(=O)CNS(=O)(=O)c1ccc(Br)cc1Cl	-26%
CO[C@H]1C[C@H](O[C@H]2[C@H](C)[C@@H](O[C@@H]3O[C@H](C)C[C@H](N(C)C)[C@H]3OC(C)=O)[C@@H](C)C[C@]3(CO3)C(=O)[C@H](C)[C@@H](OC(C)=O)[C@@H](C)[C@@H](C)OC(=O)[C@@H]2C)O[C@@H](C)[C@@H]1OC(C)=O	-17%[21.1 µM]
CC(=O)NC12CC3CC(C1)CC(C(=O)N1CCN(S(=O)(=O)c4ccccc4C#N)CC1)(C3)C2	-15%
O=C1NCCN(CC2CCN(CCc3ccc(Cl)c(Cl)c3)CC2)C1=O	-11%
COc1ccc(CN(C)C[C@H]2OCCCC[C@@H](C)Oc3ccc(NC(=O)c4ccccc4)cc3C(=O)N([C@H](C)CO)C[C@@H]2C)cc1	?
Cc1ccn2c(Cc3ccccc3)c(-c3ccccc3)nc2c1	18µM*
OCCCNc1ncnc2c1ncn2[C@H]1CN(Cc2ccc(-c3ccccc3)cc2)C[C@@H](CO)O1	21µM*
CCN(CC)C(=O)c1csc(COCCO)n1	-17%
Cc1nc2cc(NC(=O)[C@@H]3C[C@@H](Sc4ccccn4)CN3Cc3ccc(F)cc3F)ccc2s1	-9%
N#Cc1csc(CCNC(=O)c2ccccc2)n1	1%
CC(=O)Nc1cccc(-c2ccnc3c2CC(C(=O)NCCN(C)C)O3)c1 (centres undefined)	-1%

Given as labelled records: entries from further up.
> CO[C@H]1C[C@H](O[C@H]2[C@H](C)[C@@H](O[C@@H]3O[C@H](C)C[C@H](N(C)C)[C@H]3OC(C)=O)[C@@H](C)C[C@]3(CO3)C(=O)[C@H](C)[C@@H](OC(C)=O)[C@@H](C)[C@@H](C)OC(=O)[C@@H]2C)O[C@@H](C)[C@@H]1OC(C)=O
  DT40 TDP1 no CPT: -17%[21.1 µM]
> CCc1nnc(NC(=O)C(NS(=O)(=O)c2ccccc2)C(C)C)s1 (centres undefined)
  DT40 TDP1 no CPT: -16%

Four compounds picked at random from those above, as already listed:
Compound	DT40 TDP1 no CPT
OCC(O)C(O)C(O)C(O)C=Nc1ccc(/C=C/c2ccnc3ccccc23)cc1 (centres undefined)	?
COCC(=O)Nc1ccc2c(c1)[C@@H]1C[C@H](CC(=O)OC)O[C@H](CO)[C@@H]1O2	-11%
COc1cc(/C=C/C(C)=NNc2ccccc2)ccc1O	4.1µM*
CC(=O)c1ccc(NC(=O)c2cnn3c(C(F)F)cc(C4CC4)nc23)cc1	-7%

(more compounds)
Compound	DT40 TDP1 no CPT
OCC(O)C1OC(c2ccccc2)OC(CO)C1O (centres undefined)	10%
CC(=O)Oc1ccc2c(c1)CCC1C2CCC2(C)C(OC(C)=O)CCC12 (centres undefined)	-23%
CN(C1CCCCC1)S(=O)(=O)c1ccc2c(c1)c(=O)c(C(=O)O)cn2C	-4%
O=c1cc(-c2ccccc2)oc2ccc3ccccc3c12	?
CSCCC(NS(=O)(=O)c1ccc(Cl)cc1)C(=O)N1CCN(c2ccccc2)CC1 (centres undefined)	-28%
Clc1ccc2nc(CSc3nnc(-c4c[nH]c5ccccc45)o3)cn2c1	1%
COc1ccc(S(=O)(=O)N2C[C@H]3CON(C)[C@H]3C[C@H]2c2cccc(Br)c2)cc1	?
COCCNC(=O)C1(C)CCCN(C(=O)c2ccc(C#N)cc2)C1 (centres undefined)	1%
CCCCn1nnnc1C(c1cc2ccccc2o1)N1CCN(c2ccncc2)CC1 (centres undefined)	23µM*
O=C(NCc1ccccc1)c1cccc(NC(=O)C2CCC2)c1	-13%
Nc1ccc(CCCC(=O)NCc2cccnc2)cc1	-4%
O=C(Nc1ccc(F)cc1)c1ccccc1NC(=O)C1CCCCC1C(=O)O (centres undefined)	-28%
O=C(CSCC(=O)OCC(=O)N1CCN(C(=O)c2ccco2)CC1)Nc1ccc(Cl)cc1	-14%
CCCCN1CC(N(C)CCN(C)C)CS1(=O)=O (centres undefined)	23%
CC1(C(=O)NS(=O)(=O)c2ccc(C#N)cc2)CCN1C(=O)C1(c2ccc(Cl)cc2)CCC1 (centres undefined)	-30%
Cc1cnc2nc(-c3ccccc3)ccc2c1	?
CC1Cc2cccc3ccc(=O)n(c23)C1 (centres undefined)	-12%
Cc1ccc(C(=O)NCCc2nnc3n2CCN(Cc2ccc4ccccc4c2)CC3)c(C)c1	?
CCCCN(C(C)=O)c1c(CC)nc2ccc(C(=O)NCCOc3ccc(OC)cc3)cn12	13µM*
COc1ccc(C(=O)N(c2c(C)cccc2C)C(COC(C)=O)COC(C)=O)cc1	?
Cc1noc(C)c1S(=O)(=O)Nc1ccc2c(c1)C(=O)N([C@H](C)CO)C[C@H](C)[C@H](CN(C)C(=O)NC(C)C)OCCCC[C@@H](C)O2	-3%
COc1ccccc1/C=N/NC(=O)c1nnn(-c2nonc2N)c1-c1ccccc1	-14%
CN(Cc1ccccc1)C(=O)c1ccc(NC(=O)Cc2ccc(NC(=O)C3CCN(C(=O)C4CCCC4)CC3)cc2)cc1	?
Cc1ccccc1Cc1nc2cccnc2n1C1CCN(C(=O)CC2NC(=O)c3ccccc32)CC1 (centres undefined)	?
NC(=O)C1(Nc2ccccc2)CCCC1	-2%
OC(c1ccc(F)c(F)c1)c1ncc(-c2ccccc2F)[nH]1 (centres undefined)	?
N#CC[n+]1cccc(Br)c1	1%
CC(C)c1ccc(CC(=O)N2CCC2(C)C(=O)Nc2ccc3c(c2)OCO3)cc1 (centres undefined)	18µM*
O=C(NCc1ccccc1)c1cc(C2COCCN2C(=O)C2CC2)on1 (centres undefined)	5%
CC(=O)Nc1cc(-c2cccc(F)c2)cn2c(-c3ccc(F)c(Cl)c3)cnc12	?
CCOC(=O)C(Cc1ccc(O)cc1)NC(=O)c1cc2c(cn1)[nH]c1ccccc12 (centres undefined)	-16%
Cc1ccc(C(=O)Nc2cccc(-c3nc(CNC(=O)c4ccc5ccccc5n4)c(C)o3)c2)s1	16µM*
Nc1[nH]c(C(=O)c2ccccc2)c(-c2ccccc2C(F)(F)F)c1C(=O)NCCc1c[nH]c2ccccc12	?
CN(C)c1cccc(-c2nnc(SCC(=O)NCc3ccco3)n2C)c1	0%
COc1cccc(/C=N/NC(=O)c2c(-c3ccccc3)noc2C)c1OC	-3%
O=[N+]([O-])c1ccc(C(S(=O)(=O)Cc2ccccc2)S(=O)(=O)Cc2ccccc2)cc1	18µM*
CCOC(=O)N1C2CCC(C2)N1C(=O)OCC	-17%
CCCCNC(=O)C1(C)CCN1C(=O)c1ccc2c(c1)CCO2 (centres undefined)	-16%
